BoNT-F LC inh: BoNT F light chain protease inhibition; Multiplex microsphere protease cleavage assay, flow cytometry; inhibition, % at 10 µM; 0.22% of 360,000 active; AID 588497; in the data active means inhibition above about 35%, passing the limit was not always enough; inconclusive means no clear call, values can overlap the other calls; further: plate controls were buffer without enzyme for full effect and enzyme alone for no effect
MazEF act: increases E. coli MazEF RNase cleavage of RNA. P0AE70. FAM/BHQ RNA-DNA oligo cleavage fluorescence, 5 h. activation, % at 20 µM. 0.32% of 350,000 active. AID 504720; in the data active means activation above about 50%
FadD28 binding: M. tuberculosis FadD28 bisubstrate binding inhibition; FadD28 bisubstrate probe binding, fluorescence polarization; inhibition, % at 12.5 µM; 0.22% of 360,000 active; AID 588549; in the data active means inhibition above about 8.5%, passing the limit was not always enough; inconclusive means no clear call, values can overlap the other calls
BioA inh: inhibitors of Mycobacterium tuberculosis BioA enzyme; purified M. tuberculosis BioA enzyme, plate reader; inhibition, % at 9.99 µM; 0.096% of 360,000 active; in the data active means inhibition above about 40%; inconclusive means no clear call, values can overlap the other calls
Rv3671c protease: Rv3671c (M. tuberculosis) protease inhibition | P9WHR9 | inhibition, % at 5.96 µM | 0.048% of 320,000 active | AID 2606; in the data active means inhibition above about 38%;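 further: extracellular domain of Rv3671c used as enzyme; 0% = enzyme with DMSO and 100% = no enzyme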
Target sequence (P9WHR9 whole entry, looked up, the tested form may be a part): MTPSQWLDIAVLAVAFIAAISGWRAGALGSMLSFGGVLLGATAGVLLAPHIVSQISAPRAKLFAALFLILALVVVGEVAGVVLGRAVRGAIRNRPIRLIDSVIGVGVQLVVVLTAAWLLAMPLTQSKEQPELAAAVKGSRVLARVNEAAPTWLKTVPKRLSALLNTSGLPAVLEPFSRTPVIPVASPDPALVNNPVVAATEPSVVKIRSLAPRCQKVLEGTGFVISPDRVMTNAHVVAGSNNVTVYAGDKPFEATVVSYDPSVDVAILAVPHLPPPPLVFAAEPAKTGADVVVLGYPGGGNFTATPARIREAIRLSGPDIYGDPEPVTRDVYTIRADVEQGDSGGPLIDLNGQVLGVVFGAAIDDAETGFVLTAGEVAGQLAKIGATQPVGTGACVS
FBA Mtb inh: inhibits M. tuberculosis FBA enzyme; inhibition, % at 1 µM; P9WQA3; purified M. tuberculosis FBA, fluorescence read-out; 2.3% of 360,000 active; in the data active means inhibition above about 27%;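 further: 0% = vehicle and 100% = reference inhibitor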
Mtb UGM inh: Mtb UDP-galactopyranose mutase inhibition | 0.06% of 320,000 active | inhibition, % at 10 µM | purified UGM, fluorescence polarization probe displacement | P9WIQ1; in the data active means inhibition above about 10%, passing the limit was not always enough; inconclusive means no clear call, values can overlap the other calls
Target sequence (P9WIQ1 whole entry, looked up): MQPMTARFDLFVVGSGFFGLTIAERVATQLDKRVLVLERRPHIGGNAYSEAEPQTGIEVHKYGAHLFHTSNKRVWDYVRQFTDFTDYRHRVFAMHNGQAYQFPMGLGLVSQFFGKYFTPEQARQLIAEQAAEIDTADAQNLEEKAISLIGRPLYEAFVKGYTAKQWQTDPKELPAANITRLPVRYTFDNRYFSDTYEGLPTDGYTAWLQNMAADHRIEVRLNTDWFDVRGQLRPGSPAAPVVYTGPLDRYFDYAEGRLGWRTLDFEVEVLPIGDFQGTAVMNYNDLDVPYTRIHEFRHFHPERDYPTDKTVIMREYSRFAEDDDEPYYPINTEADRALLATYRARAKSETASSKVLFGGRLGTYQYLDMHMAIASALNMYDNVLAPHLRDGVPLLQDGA
GDH-TPI counter: GDH-TPI coupled enzyme inhibition counter-screen; inhibition, % at 4.8 µM; 1.2% of 360,000 active; GDH-TPI coupled enzyme counterscreen, NADH absorbance;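 further: 0% = DMSO wells and 100% = wells lacking the enzyme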
VHR inh abs: inhibitors of human VHR1 phosphatase (DUSP3); P51452; recombinant VHR phosphatase, pNPP absorbance; inhibition, % at 13.3 µM; 0.52% of 290,000 active; in the data active means inhibition above about 50%; further: some compounds called inactive have numbers as strong as hits
Target sequence (P51452 whole entry, looked up): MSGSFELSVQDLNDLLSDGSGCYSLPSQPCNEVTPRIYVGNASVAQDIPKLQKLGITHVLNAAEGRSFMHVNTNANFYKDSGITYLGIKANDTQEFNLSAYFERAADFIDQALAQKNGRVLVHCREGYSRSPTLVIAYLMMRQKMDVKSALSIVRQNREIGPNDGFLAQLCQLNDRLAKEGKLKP
CCHF vOTU inh: blocks the CCHF virus ovarian tumor domain protease. CCHFV vOTU protease, Pep-AMC fluorescence. inhibition, % at 11.5 µM. 0.55% of 370,000 active. AID 651958; further: 0% = vehicle wells with enzyme and 100% = no enzyme wells
The depositor's hits bear a star; ? = inconclusive; . = not tested or not shown; & = joins results of further samples. Unless noted, no stated cut-off is given here; in the data, active means inhibition above about 30%; inactive means the rest. Compounds were not picked by outcome; overall some 4.9% were active at least once.

(1) CN1c2ccccc2C(C)(C)C12CC(CCl)=NO2 (centres undefined)
(2) CO/N=C/CC(=O)c1ccc(OC)cc1
(3) CC(C)(C)OC(=O)C[C@H]1C/C=C\C[C@H](CC(=O)N(CCO)Cc2ccccc2)C(=O)N[C@@H](c2ccccc2)COC1=O
(4) Cc1ccc(C(O)CSc2nnc(-c3ccc4ccccc4c3)n2C)cc1 (centres undefined)
(5) CC(C)OC(=O)CSc1nc2ncccc2[nH]1
(6) Cc1ccc2cc(CN(CC3CCCO3)C(=S)Nc3ccccc3)c(=O)[nH]c2c1 (centres undefined)
(7) COc1ccc(-c2nnc(SCC(=O)NC3CCCCC3)o2)cc1
(8) CCCc1cc(C(=O)Nc2ccccc2C(=O)OC)no1
entry no.	1	2	3	4	5	6	7	8
BoNT-F LC inh	-11	-1	-8	2	3	1	8	-1
MazEF act	6	0	7	-3	3	-6	4	6
FadD28 binding	-0.7	-2.6	0.2	-2.6	-0.3	-1.0	-0.3	-0.4
BioA inh	1.7	-1.0	13	6.1	-1.9	.	-6.2	-6.5
Rv3671c protease	-13	2	-2	4	1	-5	6	2
FBA Mtb inh	1	0	0	2	-3	1	0	4
Mtb UGM inh	1.0	-0.9	3.6	0.5	2.6	-2.1	-2.0	1.4
GDH-TPI counter	5	-1	4	-7	0	9	-5	11
VHR inh abs	8	-3	.	17	15	30	35	-6
CCHF vOTU inh	.	0	2	-10	0	-3	6	3

(9) Cc1ccc(-c2nc(C(=O)O)cs2)cc1
(10) Cc1ccc(Nc2nnc(SCC(=O)Nc3ccccc3[N+](=O)[O-])s2)cc1
(11) CC(=O)c1ccc(OC(C)C)c(Cc2c(O)nc(N)[nH]c2=O)c1
(12) COc1cc(CNCc2ccc(OC)c(OC)c2OC)cc(OC)c1
(13) Cc1[nH]n(-c2ccccc2)c(=O)c1-c1ccc(Cl)cc1
(14) O=C(NNC(=S)NC(=O)c1cccs1)c1cccnc1
(15) Cc1ccccc1CSc1nc2ccccc2c(=O)[nH]1
(16) COc1cccc(C(c2nnnn2Cc2ccccc2)N2CCC3(CC2)C(=O)NCN3c2ccccc2)c1OC (centres undefined)
entry no.	9	10	11	12	13	14	15	16
BoNT-F LC inh	-2	-4	-3	-4	-8	4	-2	2
MazEF act	-2	0	4	11	5	-10	2	.
FadD28 binding	-5.0	-4.2	2.7	-2.0	-0.4	-0.9	-1.8	-5.0
BioA inh	.	.	.	-3.2	-9.5	.	-0.8	2.8
Rv3671c protease	6	-1	-5	-11	5	9	-6	.
FBA Mtb inh	2	-3	1	5	3	-1	2	-5
Mtb UGM inh	1.0	1.6	-1.0	-0.9	5.4	-3.8	-3.0	.
GDH-TPI counter	-10	-2	5	1	4	11	13	.
VHR inh abs	-1	-4	-2	-4	-7	20	-12	.
CCHF vOTU inh	-9	10	-7	1	4	9	-16	-1

(17) Cc1ccc(-n2nc3c(c2NC(=O)c2ccc4c(c2)OCO4)CS(=O)(=O)C3)cc1
(18) CCOC(=O)c1nnc(-c2cccs2)nc1Oc1ccccc1C(=O)OC
(19) Cc1ccc(NC(=O)C2Cc3ccccc3CN2C(=O)c2ccccc2)cc1Cl (centres undefined)
(20) CC(NC(=O)C12CC3CC(CC(O)(C3)C1)C2)c1ccccc1 (centres undefined)
(21) COCCn1c(SCC(=O)Nc2cccnc2Cl)nc2ccccc21
(22) COC(C[C@@H]1O[C@@H]1[C@@H](O)[C@@H](C)OCc1ccccc1)OC
(23) COc1ccccc1NC(=O)CC(NCCN(C)C)C(=O)O (centres undefined)
(24) COc1ccc(OC)c(-n2cc3c(=O)n(C)c(=O)n(C)c3c2)c1
entry no.	17	18	19	20	21	22	23	24
BoNT-F LC inh	2	.	-3	4	-4	-7	7	1
MazEF act	8	0	9	-9	2	2	-16	1
FadD28 binding	1.4	0.7	-5.4	-1.3	-0.4	-4.1	-1.9	-1.4
BioA inh	0.8	-1.8	-0.2	-1.7	0.9	0.3	0.0	-1.1
Rv3671c protease	7	-5	-20	8	3	.	9	2
FBA Mtb inh	3	-1	-10	-6	0	0	-3	3
Mtb UGM inh	0.6	-1.0	1.4	-0.2	-1.5	.	2.2	0.6
GDH-TPI counter	3	20	-5	-6	9	0	11	17
VHR inh abs	34	-11	-5	13	.	7	12	0
CCHF vOTU inh	-9	16	5	3	11	-8	-3	4

(25) Cn1c(COc2cccc3cccnc23)nnc1SCC(=O)O
(26) CCN(CC)c1ccc(-n2c(C)cc(C=O)c2C)cc1
(27) CC(=O)O/N=C(\N)c1ccc(-c2csnn2)cc1
(28) O=C(CC1SC(=Nc2ccc3c(c2)OCCO3)NC1=O)Nc1ccc(F)cc1F (centres undefined)
(29) CC(C)c1cc2c(c(O)c1O)[C@@]13CCCC(C)(C)C1CC2OC3=O (some centres undefined)
(30) COc1ccc2oc(C)c(C(=O)Cn3ccnc3)c2c1
(31) COc1ccc(OC)c(CN2CCCC(CCC(=O)N(C)CCc3ccccn3)C2)c1 (centres undefined)
(32) COCCn1c(=O)[nH]c2cc(C(=O)NCCc3ccc(OC)c(OC)c3)ccc2c1=O
entry no.	25	26	27	28	29	30	31	32
BoNT-F LC inh	0	-6	?	-11	2	2	-2	-8
MazEF act	3	-1	-3	7	2	-1	2	-1
FadD28 binding	-3.5	-0.4	-1.4	-0.8	-2.2	-4.3	-2.4	-2.9
BioA inh	.	7.1	1.3	-1.4	-1.1	2.1	.	6.5
Rv3671c protease	-3	-9	-7	5	-6	2	2	-1
FBA Mtb inh	-2	-3	1	0	-2	1	0	4
Mtb UGM inh	0.2	3.7	0.5	-2.5	-5.3	2.6	-0.6	1.9
GDH-TPI counter	-5	1	7	3	2	10	0	5
VHR inh abs	39	29	9	-4	4	6	14	17
CCHF vOTU inh	-6	9	7	10	8	1	5	0

(33) CCNC(=O)C(=O)NCC1OCCCN1S(=O)(=O)c1ccc(F)cc1C (centres undefined)
(34) CCOC(=O)c1c(NC(=O)c2ccco2)sc(C(=O)N2CCCC2)c1C
(35) C/C(=N\Nc1ccc([N+](=O)[O-])cc1)c1ccc(O)cc1
(36) CCOC(=O)c1sc(=S)n(-c2ccccc2Cl)c1SC
(37) CCc1ccc(NC(=O)CSc2nc(=O)n3cc(C)ccc3n2)cc1
(38) COc1cccc(NC(=O)Cn2c(=O)oc3cc(S(=O)(=O)N4CCCC4)ccc32)c1
(39) O=C1c2ccccc2NC(c2ccncc2)N1c1ccccn1 (centres undefined)
(40) CCOC(=O)c1c(NC(=O)/C=C/C(=O)O)sc(C)c1-c1ccc(C(C)(C)C)cc1
entry no.	33	34	35	36	37	38	39	40
BoNT-F LC inh	0	30	2	5	.	-2	-2	-3
MazEF act	8	6	5	-11	-1	-8	-1	-3
FadD28 binding	-1.2	-2.5	0.1	-0.5	-4.0	24*	-1.6	-5.1
BioA inh	-1.7	-0.4	.	0.9	2.2	4.1	0.9	.
Rv3671c protease	-7	5	7	-14	0	3	2	-22
FBA Mtb inh	3	1	-22	5	0	3	54*	-4
Mtb UGM inh	4.4	-0.4	1.1	0.5	-0.6	3.0	-0.8	-2.6
GDH-TPI counter	10	24	5	24	26	-5	3	7
VHR inh abs	28	17	18	14	.	8	4	23
CCHF vOTU inh	-8	1	23	28	10	2	-80	45*

(41) C#Cc1ccc(CN2CCCC(C(=O)Nc3ccccc3Oc3cccnc3)C2)cc1 (centres undefined)
(42) O=C(Nc1cc2c3c(c1)CC(=O)N3CCC2)c1ccc(Cl)cc1
(43) CCn1cc(C(=O)O)c(=O)c2cc(F)c(N3CCN(C(=S)NC(=O)c4ccc(F)cc4)CC3)cc21
(44) O=C(O)C1CCN(C(=O)c2cccc3ccccc23)CC1
(45) COc1ccc2oc(C(=O)OCC(=O)N(Cc3ccccc3)C(C)C)c(C)c2c1
(46) Cc1sc(NC(=O)CSc2nnc(-c3ccccc3)o2)c(C#N)c1C
(47) CCOC(=O)c1cnc2ccc(C(=O)OC)cc2c1Nc1ccc(C(=O)O)cc1
(48) CCC(NC(=O)NCc1ccccc1)(C(F)(F)F)C(F)(F)F
entry no.	41	42	43	44	45	46	47	48
BoNT-F LC inh	0	6	4	9	-10	4	3	-8
MazEF act	5	-2	0	3	-4	9	3	-2
FadD28 binding	-5.4	-1.6	-0.8	0.3	-3.1	-1.5	-0.2	-0.5
BioA inh	0.2	0.4	-0.1	-3.2	.	0.5	.	.
Rv3671c protease	-6	4	5	-5	-6	-5	-5	4
FBA Mtb inh	0	0	4	2	17	3	-1	2
Mtb UGM inh	2.9	0.1	-1.2	0.4	2.8	2.4	-3.4	-0.1
GDH-TPI counter	-10	5	12	10	5	17	2	1
VHR inh abs	56*	.	25	-6	.	25	14	6
CCHF vOTU inh	7	-2	2	4	11	-7	9	-7

An excerpt from above in order of heavy-atom count, ascending.
(2) CO/N=C/CC(=O)c1ccc(OC)cc1
(48) CCC(NC(=O)NCc1ccccc1)(C(F)(F)F)C(F)(F)F
(11) CC(=O)c1ccc(OC(C)C)c(Cc2c(O)nc(N)[nH]c2=O)c1
entry no.	2	48	11
BoNT-F LC inh	-1	-8	-3
MazEF act	0	-2	4
FadD28 binding	-2.6	-0.5	2.7
BioA inh	-1.0	.	.
Rv3671c protease	2	4	-5
FBA Mtb inh	0	2	1
Mtb UGM inh	-0.9	-0.1	-1.0
GDH-TPI counter	-1	1	5
VHR inh abs	-3	6	-2
CCHF vOTU inh	0	-7	-7

From compound 46 as far as 48, copied from above:
(46) Cc1sc(NC(=O)CSc2nnc(-c3ccccc3)o2)c(C#N)c1C
(47) CCOC(=O)c1cnc2ccc(C(=O)OC)cc2c1Nc1ccc(C(=O)O)cc1
(48) CCC(NC(=O)NCc1ccccc1)(C(F)(F)F)C(F)(F)F
entry no.	46	47	48
BoNT-F LC inh	4	3	-8
MazEF act	9	3	-2
FadD28 binding	-1.5	-0.2	-0.5
BioA inh	0.5	.	.
Rv3671c protease	-5	-5	4
FBA Mtb inh	3	-1	2
Mtb UGM inh	2.4	-3.4	-0.1
GDH-TPI counter	17	2	1
VHR inh abs	25	14	6
CCHF vOTU inh	-7	9	-7

Other entries.
(49) COCCn1c(=NC(=O)CSC(C)=O)sc2cc(F)ccc21
(50) CCCCN(C(=O)CCNC(=O)NC12CC3CC(CC(C3)C1)C2)c1c(N)n(CCC)c(=O)[nH]c1=O
(51) O=C(CCc1nc2ccccc2c(=O)[nH]1)Nc1nc(-c2cccs2)cs1
(52) COc1ccc(NC(=O)N(C)C[C@H]2Oc3c(NC(=O)NC4CCCCC4)cccc3C(=O)N([C@H](C)CO)C[C@@H]2C)cc1
entry no.	49	50	51	52
BoNT-F LC inh	12	12	-8	-13
MazEF act	10	0	8	8
FadD28 binding	-5.3	0.2	-5.2	0.7
BioA inh	0.1	-1.4	.	0.4&1.0
Rv3671c protease	8	-6	-30	2
FBA Mtb inh	0	2	-1	1
Mtb UGM inh	-1.3	7.6	-1.6	-3.4
GDH-TPI counter	-1	3	7	5
VHR inh abs	-2	.	.	.
CCHF vOTU inh	-1	7	16	-12

Single entries from the list.
`COc1ccc(NC(=O)N(C)C[C@H]2Oc3c(NC(=O)NC4CCCCC4)cccc3C(=O)N([C@H](C)CO)C[C@@H]2C)cc1` | Mtb UGM inh: -3.4
`CCCCN(C(=O)CCNC(=O)NC12CC3CC(CC(C3)C1)C2)c1c(N)n(CCC)c(=O)[nH]c1=O` | BoNT-F LC inh: 12
`COCCn1c(=NC(=O)CSC(C)=O)sc2cc(F)ccc21` | GDH-TPI counter: -1

Screens (PubChem)
